# Bioassay records (PubChem)
# Jurkat NFkB inh: inhibitors of induced NF-kB luciferase reporter, primary screen, TCR NF-kB activation inhibitor project, cell-based, luminescence, uHTS | AID 435003, 2010 | inhibition, % at 4 µM | 0.53% of 330,000 active | Jurkat, PMA/ionomycin-induced NF-kB luciferase reporter; in the data active = inhibition above about 50%
# UBC13 inh: UBC13 polyubiquitin chain formation inhibitors, primary screen, biochemical, TR-FRET, uHTS | inhibition, % at 20 µM | 0.47% of 330,000 active | AID 485273, 2010; in the data active = inhibition above about 45%, passing the limit was not always enough
# EBI2 antag: EBI2 receptor antagonists, beta-arrestin recruitment, primary screen, cell-based, luminescence, 7a,25-OHC stimulation, uHTS; 7a,25-OHC stimulated; inhibition, % at 5 µM; G-protein coupled receptor 183 (Homo sapiens), P32249; 0.81% of 360,000 active; in the data active = inhibition above about 38%;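 also: enzyme fragment complementation signal reports receptor beta-arrestin coupling in cells; 0% = agonist plus DMSO wells and 100% = wells without agonist; some results beyond the cut were filed as inactive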
# Target sequence (P32249 whole entry, looked up, the tested form may be a part): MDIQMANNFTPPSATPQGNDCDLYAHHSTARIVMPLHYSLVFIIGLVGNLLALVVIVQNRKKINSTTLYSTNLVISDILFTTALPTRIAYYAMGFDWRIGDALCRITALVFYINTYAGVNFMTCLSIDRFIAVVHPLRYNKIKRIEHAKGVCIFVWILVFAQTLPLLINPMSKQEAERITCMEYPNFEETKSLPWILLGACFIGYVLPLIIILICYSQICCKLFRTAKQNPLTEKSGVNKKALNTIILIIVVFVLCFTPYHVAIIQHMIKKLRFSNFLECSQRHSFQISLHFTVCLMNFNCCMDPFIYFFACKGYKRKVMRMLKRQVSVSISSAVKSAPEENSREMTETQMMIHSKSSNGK
# CXCR6 inh: CXCR6 receptor inhibitors, primary screen, cell-based, beta-arrestin, luminescence, CHO-K1 PathHunter, 1536-well; 0.36% of 360,000 active; AID 602244, 2012; C-X-C chemokine receptor type 6 (Homo sapiens), O00574; inhibition, % at 20 µM; in the data active = inhibition above about 34%, passing the limit was not always enough;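 also: antagonist mode with CXCL16 agonist at 10 nM final; 0% = 10 nM CXCL16 with DMSO and 100% = unstimulated wells without agonist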
# Target sequence (O00574 whole entry, looked up): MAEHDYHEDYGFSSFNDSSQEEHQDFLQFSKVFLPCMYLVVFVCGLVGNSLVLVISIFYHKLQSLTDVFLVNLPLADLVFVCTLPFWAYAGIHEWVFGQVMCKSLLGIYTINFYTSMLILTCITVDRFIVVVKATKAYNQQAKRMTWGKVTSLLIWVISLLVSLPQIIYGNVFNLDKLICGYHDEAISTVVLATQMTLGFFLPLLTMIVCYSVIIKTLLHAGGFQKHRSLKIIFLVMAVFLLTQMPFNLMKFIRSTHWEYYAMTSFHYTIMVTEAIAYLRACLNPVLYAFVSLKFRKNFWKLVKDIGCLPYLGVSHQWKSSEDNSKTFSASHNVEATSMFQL
# Gli-Sufu block: Gli-Sufu pathway antagonists, primary screen, luciferase luminescence, Sufu-KO-LIGHT cells, uHTS; Sufu-KO-LIGHT fibroblasts, Gli luciferase reporter luminescence; inhibition, % at 5 µM; 0.74% of 340,000 active; AID 588413, 2011;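 active = inhibition above about 55%, limit read from the data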;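 also: 0% = DMSO-treated cells and 100% = wells with medium but no cells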
# APJ antagonist: antagonists of human apelin receptor APJ, primary screen, CHO-K1 cells, beta-arrestin complementation, luminescence; 0.32% of 330,000 active; P35414; inhibition, % at 20 µM; AID 2521, 2010;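 active = inhibition above about 40% at 20 µM, limit read from the data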;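 also: cells challenged with 10 nM apelin-13 agonist together with compound; plate controls were apelin-13 plus DMSO wells for no effect and DMSO wells lacking apelin-13 for full effect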
# Target sequence (P35414 whole entry, looked up): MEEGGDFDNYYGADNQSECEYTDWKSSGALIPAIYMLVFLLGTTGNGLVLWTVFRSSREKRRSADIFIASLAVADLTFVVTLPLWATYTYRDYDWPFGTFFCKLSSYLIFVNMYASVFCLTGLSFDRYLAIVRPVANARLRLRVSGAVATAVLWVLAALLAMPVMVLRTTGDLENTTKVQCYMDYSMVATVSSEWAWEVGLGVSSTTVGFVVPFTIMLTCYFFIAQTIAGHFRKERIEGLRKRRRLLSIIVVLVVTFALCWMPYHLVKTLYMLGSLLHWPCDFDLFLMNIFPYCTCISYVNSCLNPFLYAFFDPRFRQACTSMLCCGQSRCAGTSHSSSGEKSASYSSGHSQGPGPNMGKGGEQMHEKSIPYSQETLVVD
# 697 NFkB inh: inhibitors of PMA/ionomycin-induced NF-kB reporter, 697 cells, primary screen, B-cell NF-kB inhibitor project, cell-based, luminescence, uHTS. 697 B-cell NF-kB luciferase reporter, 16 h. inhibition, % at 4 µM. 0.33% of 330,000 active. AID 435022, 2010; in the data active = inhibition above about 35%
# CCR6 antagonist: CCR6 receptor antagonists, primary screen, cell-based, CHO-K1, luminescence, beta-arrestin, uHTS. CHO-K1 CCR6 PathHunter beta-arrestin, CCL20-stimulated. inhibition, % at 20 µM. 0.49% of 340,000 active. AID 493098, 2011;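 active = compounds whose inhibition of the agonist-driven luminescence signal at 20 µM reaches about 50%, limit read from the data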;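 also: cells stimulated with CCL20 at 14 nM final; plate controls were DMSO with CCL20 for no effect and DMSO without agonist for full effect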
# Starred values were filed as active, the others as inactive; x = no result given.
SMILES,Jurkat NFkB inh,UBC13 inh,EBI2 antag,CXCR6 inh,Gli-Sufu block,APJ antagonist,697 NFkB inh,CCR6 antagonist
CC(=C/c1ccccc1)/C=N/NC(=O)c1cc(C)oc1C,-25,5,12,1,-63,10,-21,9
COC(=O)[C@@H]1C[C@H]2CC[C@H](O)C[C@H]2N1Cc1ccc(Cl)cc1,3,1,1,-5,-7,17,21,-1
CCCOC(=O)NC1CCS(=O)(=O)C1 (stereo not drawn),-25,-3,-7,7,9,-4,-10,4
CC1CCC(NC(=O)c2cc3c(=O)n(C)c4ccccc4c3n2C)CC1 (stereo not drawn),-16,10,-5,-5,15,0,17,-2
O=C1NCC(O)=C1C=NCCCO,-1,0,-14,11,1,-8,-35,-12
c1ccc(C2CC(c3ccccc3)C(c3ccccc3)N2)cc1 (stereo not drawn),-11,3,1,8,-4,0,-22,29
Cc1occc1C(=O)N/N=C/c1ccc(-c2ccccc2)cc1,-206,4,5,-6,-163,-3,-239,-2
COc1cc2c(cc1OC)CN(CC(=O)NC(=O)NC1CCCCC1)CC2,-6,2,7,-6,8,-8,-14,6
CC(C)(C)NC(=O)c1ccc2c(c1)N(CC(=O)N1CCCCC1)C(=O)C(C)(C)O2,10,4,-24,0,27,-1,7,-9
O=C(CN(C(=O)Cn1nnc(-c2cccs2)n1)c1cnc2ccccc2c1)NCC1CCCO1 (stereo not drawn),-8,-4,2,-6,-2,16,-15,-2
O=C(O)c1cnc(-c2ccccc2)nc1-c1ccccc1,-11,-6,2,-1,2,9,-1,11
COCCOC(=O)C1=C(C)NC2=C(C(=O)CC(C)(C)C2)C1c1ccc2c(c1)OCO2 (stereo not drawn),8,11,-1,9,9,6,6,11
CCn1c(SCC(=O)Nc2oc(-c3ccccc3)c(-c3ccccc3)c2C#N)nnc1-c1cc(OC)cc(OC)c1,11,1,28,7,6,-13,15,21
Cc1cccc(NC(=O)CC2NCCNC2=O)c1 (stereo not drawn),-3,1,6,-4,5,15,6,2
O=C(CC1SC(N2CCCCC2)=NC1=O)Nc1cccc(C(=O)NCc2ccccc2)c1 (stereo not drawn),7,-5,-14,-10,-5,8,6,-3
ONC(=Nc1ccc(Cl)cc1)c1ccc(Cl)cc1,-25,-14,-4,2,2,6,2,-4
CC(CCc1ccccc1)NC(=O)CCNS(=O)(=O)c1ccccc1 (stereo not drawn),6,0,-1,0,-4,1,12,10
CC(=O)Nc1ccccc1NC(=O)COc1cccc2ccccc12,17,-2,-6,0,3,7,21,8
CC(C)(C)CC(=O)Nc1cccc2c1CCCC2,3,7,2,-8,1,6,6,-15
CC(OC(=O)c1cccc(S(=O)(=O)N2CCCC2)c1)C(=O)c1ccccc1 (stereo not drawn),16,0,22,0,7,8,2,19
Cc1sc(N/N=C/C=C/c2ccccc2)nc1-c1ccccc1,5,-2,16,-4,7,-8,-25,-3
COc1ccc(CCNC(=O)c2noc(C)c2[N+](=O)[O-])cc1OC,10,2,-4,2,2,13,14,-3
O=C(NC(=S)N1CCCC1)c1ccccc1,-3,-9,3,-2,-5,0,11,0
COc1cc(CN(C)CCc2ccccc2)ccc1OCc1ccccc1,-5,-2,-16,1,8,16,-4,-1
Cc1cc(C)nc(-n2nc(C)cc2NC(=O)C(C)C)n1,0,-4,-2,-4,5,7,-7,9
CC(C)C[C@H]1CN=C(Nc2ccccc2)N1CC(C)C,2,1,-13,0,-2,4,7,13
C=CCSc1nnc(-c2cc(Br)ccc2N)c(=O)[nH]1,-5,-19,-8,-1,6,-37,-18,7
COc1ccc(S(=O)(=O)N2CCOCC2)cc1NC(=O)COC(=O)C1CC1C (stereo not drawn),7,-13,1,1,6,5,19,2
Cn1c(=O)c2c(SCc3ccccc3)nc(C3CC3)nc2n(C)c1=O,-8,-7,15,12,24,5,-5,6
COc1ccc(NC(=O)C2=C(C)C(=O)OC23CCC(C)CC3)c(OC)c1 (stereo not drawn),-5,1,-5,0,-8,14,-9,5
CC1CCCC(NC(=O)CSc2ccc(F)cc2)C1C (stereo not drawn),-8,-5,-2,8,-11,1,9,2
C/C(N)=C(/C#N)C(=O)CSc1nc2ccccc2c(=O)n1Cc1ccc(C)cc1,-2,15,-4,0,-11,0,13,7
Nc1nc2c3ccccc3nc(Cc3ccccc3)n2n1,-11,5,-8,-1,0,4,2,6
O=S(=O)(Nc1ccc2cn[nH]c2c1)c1cc(Br)ccc1Br,0,-4,8,-2,-2,-3,14,-2
CCOc1cc([N+](=O)[O-])cc2c1C(=O)Nc1ccccc1O2,-4,-1,-4,-8,0,-20,-21,-10
COc1cccc(CNC(=O)Cn2c(=O)oc3cc(S(=O)(=O)N4CCCCC4)ccc32)c1,18,-7,-19,1,17,8,-7,12
COC(=O)c1ccc(Oc2c(C)oc3c(CN4CCN(C)CC4)c(O)ccc3c2=O)cc1,-3,11,-6,-8,0,-7,-1,-11
CCCOc1ccc(C(=O)CCC(=O)OCC(=O)Nc2cccc(S(N)(=O)=O)c2)cc1,-13,4,-2,9,-7,1,17,13
COc1cccc(-c2csc3ncnc(Sc4nnnn4C)c23)c1,-6,-3,2,6,35,7,-85,6
O=C(N/N=C/C(Cl)=C/c1ccccc1)c1ccccc1F,-43,-11,8,0,-7,21,-68,1
CCOC(=O)c1sc(-c2ccc(Br)cc2)cc1N,-110,18,17,-3,-77,-4,-66,-16
CC(C)(C)c1ccc(NC(=O)c2ccccc2)c([N+](=O)[O-])c1,-163,5,-11,-6,-100,8,-192,6
O=C(CNC(=O)c1ccc(Cl)cc1Cl)OCC(=O)c1ccc2c(c1)OCCO2,-5,-2,-5,-1,-2,12,20,31
N#CC(=Nc1ccccc1)c1ccccc1,x,x,-2,1,-2,x,x,2
CCOc1ccc(N2Cc3ncccc3C2=O)cc1,-98,-5,-3,1,-47,-10,-75,-2
Cc1ccc(S(=O)(=O)n2nc(C)cc2N)cc1,-4,2,2,-7,29,-2,9,9
CCCc1nnc(NC(=O)CCC(=O)N2CCN(c3ccccn3)CC2)s1,6,12,-14,6,-2,-8,10,2
CCOc1ccc(C(=O)C(C)OC(=O)C2CCN(c3ccc(C(F)(F)F)cn3)CC2)cc1 (stereo not drawn),13,-4,3,-16,5,7,2,20
O=C(O)c1cccc(S(=O)(=O)NCCc2ccccc2)c1,16,-1,-3,-4,1,-2,10,-1
Cc1ccc(C)c(N(C)S(=O)(=O)c2ccc3[nH]cc(C(=O)NCCN4CCOCC4)c(=O)c3c2)c1,6,5,-4,-9,0,-6,8,5
COc1ccc(CNS(=O)(=O)c2cc(-c3cc(C)no3)ccc2C(C)C)cc1,51*,-3,-5,-3,3,-2,-23,20
CN(C)S(=O)(=O)c1ccc(S(=O)(=O)NC2CCOC(C)(C)C2)cc1 (stereo not drawn),2,2,-3,-7,6,-15,4,-4
Cc1nc(N)nc(COc2ccccc2)n1,-26,-5,-4,3,-21,-16,-27,9
CNC(=O)/C(C#N)=C/c1ccc(-c2nc3ccccc3s2)o1,-56,-2,53*,1,-25,5,-61,5
O=C(Nc1ccc(F)cc1)NC1(C(=O)NCc2ccco2)CCCCC1,0,-2,-13,-12,4,-8,13,-1
O=C(OCC(=O)c1cccs1)c1ccccc1,0,5,-6,0,-4,6,11,15
O=C1CCCC/C1=C/Nc1ccc(S(=O)(=O)Nc2ncccn2)cc1,-2,-8,-1,-4,4,-3,19,-4
CCCN(CC(=O)Nc1ccccc1C)C(=O)c1ccc(C(=O)c2ccccc2)cc1,13,-8,-2,-1,-13,23,-12,12
Cc1c(CC(Cl)(Cl)Cl)c2c(n1O)CC(C)(C)CC2=O,-11,-6,-9,-6,-13,4,7,-15
O=C(COc1ccc(Cl)cc1)NCCSCc1cccc(Cl)c1,-33,-4,66*,3,-2,-1,-100,21

# Other structures follow:
SMILES,Jurkat NFkB inh,UBC13 inh,EBI2 antag,CXCR6 inh,Gli-Sufu block,APJ antagonist,697 NFkB inh,CCR6 antagonist
COc1ccc(S(=O)(=O)NCC2(N3CCOCC3)CCCCC2)cc1OC,-5,-7,-8,5,-1,-37,-5,8
Cc1cc(NCc2ccccc2Cl)n2nnnc2n1,8,3,-2,-2,1,10,-9,-2
CC(C)c1ccc(NC2CCCN(C(=O)C3=NN(C)C(=O)CC3)C2)cc1 (stereo not drawn),-12,7,-11,-10,1,17,6,13
CN(CC(=O)Nc1c(Cl)cccc1Cl)C(=O)CCNS(=O)(=O)c1ccccc1C(F)(F)F,1,2,3,3,-4,19,5,-8
Cc1ccn2c(=O)nc(SCC(=O)N3CCCC3)nc2c1,-28,-6,-3,0,-10,22,-18,4
COc1ccc(N(CC(=O)O)S(=O)(=O)c2cccnc2)cc1,-10,-8,7,-6,-1,20,5,-10
Cc1ccccc1-c1noc(CNC(=O)COc2ccccc2)n1,10,9,-6,6,6,-6,11,-12
O=C1c2cccc3cccc(c23)N1Cc1cccc(F)c1,-10,76*,3,-21,-6,6,-9,13
N/C(CN1CCCC1=O)=N\OC(=O)c1ccc(Cl)cc1,8,2,-7,-1,1,-33,-16,-10
COc1cc2cc(C(=O)N(C)Cc3ccccc3)[nH]c2cc1OC,-10,6,-6,-3,-2,12,10,14
Cc1ccc(S(=O)(=O)N2CCCCC2)c(C)c1NS(C)(=O)=O,-6,-1,-4,-12,0,18,0,6
CCOc1ccc2nc(N(CCN(C)C)C(=O)c3cc4ccccc4cc3OC)sc2c1,4,19,17,6,22,2,7,10
C=CCn1c(SCC(=O)N2CCOCC2)nc2sc(C)c(C)c2c1=O,19,8,13,-2,9,1,18,6
COc1ccc(C(=O)/C=C2\C(=O)Nc3ccc(Br)cc32)cc1,x,x,78*,36,11,x,x,21
CCc1ccc(OCC(O)CN2CCN(c3ccccn3)CC2)cc1 (stereo not drawn),-6,-2,19,7,11,-4,-5,-2
CCCc1nc(SCC(=O)Nc2ccccc2OC)c2c(=O)n(C)c(=O)n(C)c2n1,26,8,-1,-4,7,8,-41,6
Cc1c(C(=O)Nc2ccc(S(=O)(=O)Nc3ncccn3)cc2)oc2ccc(Cl)cc12,10,-13,0,-10,-6,8,-40,8
COC(=O)Cc1ccc(NC(=S)NCc2ccc(Cl)cc2)cc1,11,17,-4,-9,-3,13,7,16
Cc1cccc(-c2noc(C(C)NC(=O)c3ccco3)n2)c1 (stereo not drawn),0,-1,-3,-1,3,2,-11,15
CN(Cc1cccnc1)Cc1cn(C)nc1-c1ccc(Oc2ccccc2)cc1,5,4,6,-8,7,13,7,16
O=c1oc(CCO)cc2ccc(Br)cc12,7,5,-9,6,-1,-6,7,8
COc1ccc(S(=O)(=O)N2CCN(C(=S)NCCc3ccccc3)CC2)cc1,18,-4,12,-4,-3,-44,-44,7
COc1cc(/C=C/C(=O)OCC(=O)N2CCN(S(=O)(=O)c3ccc(C)cc3C)CC2)cc(Cl)c1OC,6,1,9,-2,2,12,10,16

# By substructure: the compounds so far with a COOH group.
SMILES,Jurkat NFkB inh,UBC13 inh,EBI2 antag,CXCR6 inh,Gli-Sufu block,APJ antagonist,697 NFkB inh,CCR6 antagonist
O=C(O)c1cnc(-c2ccccc2)nc1-c1ccccc1,-11,-6,2,-1,2,9,-1,11
O=C(O)c1cccc(S(=O)(=O)NCCc2ccccc2)c1,16,-1,-3,-4,1,-2,10,-1
COc1ccc(N(CC(=O)O)S(=O)(=O)c2cccnc2)cc1,-10,-8,7,-6,-1,20,5,-10

# Record cards, from the list above. Order of screens: Jurkat NFkB inh	UBC13 inh	EBI2 antag	CXCR6 inh	Gli-Sufu block	APJ antagonist	697 NFkB inh	CCR6 antagonist
# Results for `O=C(NC(=S)N1CCCC1)c1ccccc1` = -3	-9	3	-2	-5	0	11	0
# Results for `CCc1ccc(OCC(O)CN2CCN(c3ccccn3)CC2)cc1` (stereo not drawn) = -6	-2	19	7	11	-4	-5	-2
